Source: PubChem
Salmonella PhoP GFP: Inhibition of PhoP regulon, Salmonella typhi GFP reporter cells, confirmation, 4 h (AID 1850); hit rate 0.33% among 310,000; Salmonella Typhi PhoP-promoter GFP reporter, fluorescence, 4 h; higher % means a stronger effect; inhibition, % at 50 µM; hits with a dose series show IC50 in µM; in the data active = a potency from the dose series; inconclusive = inhibition mostly from about 25% at the one dose, without a potency; inactive = the rest, 99 in 100 with inhibition below about 19%;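 note: 0% = induced wells with vehicle and 100% = uninduced wells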
inhibitors of VEEV: inhibitors of VEEV TC-83 cytopathic effect, confirmation, Vero cells (AID 588727); hit rate 0.13% among 350,000; one-dose inhibition, % at 20 µM; IC50 in µM for titrated hits; Vero cells, VEEV TC-83 cytopathic effect inhibition; higher % means a stronger effect; in the data active = a potency from the dose series; inconclusive = inhibition mostly from about 14% at the one dose, without a potency; inactive = the rest, 99 in 100 with inhibition below about 12%; note: strong numbers were not always called active
* marks the source's active call; other numbers are inactive results; i = inactive; ? = inconclusive; . = not tested or not shown. These rows are one share of the data; count on the stated rates, not on these rows.

No.	compound	Salmonella PhoP GFP	inhibitors of VEEV
1	O=c1[nH]c2ccccc2n1CCCN1CCN(C(c2ccccc2)c2ccccc2)CC1	11%	.
2	CC[C@H](C)[C@@H](NC(=O)O[C@@H]1C(=O)c2cc(Br)ccc2O[C@H]1c1ccc2c(c1)OCO2)C(=O)OC	-2%	.
3	O=C(O)c1ccccc1S	-7%	.
4	CCOC(=O)c1[nH]c(C)c(/C(O)=C2\C(=O)C(=O)N(CCCN(C)C)C2c2ccncc2)c1C (stereo not given)	-3%	.
5	COC(=O)c1c(NC(=O)c2c(C)noc2C)sc2c1CCCCCC2	-8%	.
6	CCCCCn1c(=O)c(-c2nc3ccccc3c(=O)[nH]2)c(O)c2ccccc21	-4%	.
7	NC(=O)C[C@@H]1NC(=O)c2cc([N+](=O)[O-])cc(F)c2NCCCC[C@@H](C(N)=O)NC(=O)[C@H](CO)NC1=O	0%	.
8	NC(=O)CC[C@@H]1NC(=O)C(Cc2ccc(O)cc2)NC(=O)c2cc([N+](=O)[O-])cc(F)c2NCCC[C@@H](C(N)=O)NC1=O (stereo not given in full)	0%	.
9	CCOC(=O)c1c(NC(=O)c2ccc(N3CCOCC3)c([N+](=O)[O-])c2)sc(C)c1C	-7%	.
10	Cc1cc2c(C(C)C)c(O)c(O)c(C=O)c2c(O)c1-c1c(C)cc2c(C(C)C)c(O)c(O)c(C=O)c2c1O	?	.
11	Cc1cc(C)c2[nH]c(=O)c(CN(C(=O)C3CCCO3)C3CCCC3)cc2c1 (stereo not given)	-15%	.
12	Cc1onc(-c2ccccc2)c1C(=O)N[C@@H]1C(=O)N2[C@@H]1SC(C)(C)[C@@H]2C(=O)O	-4%	.
13	COCCn1c(=NC(=O)c2ccc3c(c2)OCO3)c(C#N)cc2c(=O)n3cccc(C)c3nc21	-14%	.
14	CC(C)[C@@]1(NC(=O)[C@@H]2C=C3c4cccc5[nH]cc(c45)C[C@H]3N(C)C2)O[C@@]2(O)[C@@H]3CCCN3C(=O)[C@H](Cc3ccccc3)N2C1=O	-18%	.
15	CCOC(=O)NC1(Nc2ccc(Cl)cn2)Oc2ccccc2O1	-3%	.
16	COc1cc2c(=O)nc3n(c2cc1OC)C(c1ccccc1)N=C(N)N3 (stereo not given)	-6%	.
17	COc1cc(C2C(N3C(=O)c4ccccc4C3=O)C(=O)N2c2cccc(C)c2)cc(OC)c1OC (stereo not given)	2%	.
18	Cc1ccccc1-c1nnc(NC(=O)c2cc3ccccc3oc2=O)s1	-3%	.
19	COCOCCn1cc(CN2CCS(=O)(=O)N(Cc3ccc(-c4cccc(CO)c4)cc3)C(C)C2=O)nn1 (stereo not given)	.	4.2%
20	COc1ccc(Br)c(C(=O)OCC(=O)NC2CCCCCCC2)c1	.	2.0%
21	C[C@H]1CN([C@@H](C)CO)S(=O)(=O)c2ccc(Br)cc2O[C@@H]1CN(C)Cc1ccccc1	.	2.7%
22	CCN(CC(=O)Nc1ccc(NC(C)=O)cc1)C(=O)C1CC1	.	i
23	CCC(C)[C@H](N)C(=O)N[C@H]1CCC2C3CC=C4C[C@@H](O)CC[C@]4(C)C3CC[C@@]21C (stereo not given in full)	.	?
24	COc1ccc(/C(N)=N/OC(=O)c2ccc3ccccc3c2)cc1OC	.	10%
25	C#CCN(C(=O)C1CCC(=O)N(CCc2cccc(F)c2)C1)C1CCCCC1 (stereo not given)	.	0.1%
26	COc1cccc(Nc2nc3cc(C)ccc3cc2C)c1	.	7.6%
27	C[C@H](CO)N1C[C@H](C)[C@H](CN(C)C(=O)Oc2cccc3ccccc23)OCc2cnnn2CCCC1=O	.	i
28	Cc1ccc(-c2noc(CCC(=O)Nc3cccc(C(=O)NC4CC4)c3)n2)cc1	.	1.4%
29	COc1ccc(Cn2c(=O)oc3ccccc32)cc1OC	.	0.6%
30	Cc1cc(-c2ccc(S(=O)(=O)NCc3ccc(Cl)cc3)cc2)on1	.	i

Among those listed so far, 2 have a thiophene ring, fused or not:
No.	compound	Salmonella PhoP GFP	inhibitors of VEEV
5	COC(=O)c1c(NC(=O)c2c(C)noc2C)sc2c1CCCCCC2	-8%	.
9	CCOC(=O)c1c(NC(=O)c2ccc(N3CCOCC3)c([N+](=O)[O-])c2)sc(C)c1C	-7%	.

Other compounds follow.
No.	compound	Salmonella PhoP GFP	inhibitors of VEEV
31	CCCc1c(C(=O)N/N=C/c2c[nH]c3ccccc23)nnn1-c1nonc1N	.	11%
32	CCn1cc(/C=C(\NC(=O)c2cc(OC)c(OC)c(OC)c2)C(=O)N2CCOCC2)c2ccccc21	.	7.4%
33	C[C@H](CO)N1C[C@H](C)[C@H](CN(C)C(=O)Cc2ccncc2)Oc2ncc(Br)cc2C1=O	.	0.9%
34	C[C@@H]1CN([C@@H](C)CO)S(=O)(=O)c2ccc(Br)cc2O[C@H]1CN(C)C(=O)C1CCOCC1	.	0.8%
35	CCOc1ccccc1N(CC(=O)N1CCN(Cc2ccccc2)CC1)S(=O)(=O)c1ccccc1	.	0.2%
36	Cc1ccc(S(=O)(=O)N2CCCCC2)cc1NC(=O)c1ccc(=O)[nH]c1	.	4.3%
37	CN(C)C1CCCCC=CC(=O)NC1 (stereo not given)	.	0.3%
38	O=C(Oc1ccc[nH]c1=O)c1ccc(F)cc1	.	i
39	CCCNC(=O)N(C)C[C@H]1Oc2cc(Br)ccc2S(=O)(=O)N([C@@H](C)CO)C[C@@H]1C	.	i
40	Cc1ccccc1CNC(=O)C(C)Sc1ccccc1 (stereo not given)	.	i
41	COc1ccc(-c2noc(CCC(=O)NC3CCCCCC3)n2)cc1OC	.	i
42	Cc1ccc(N2CC(O)CSC2=Nc2ccccc2)cc1 (stereo not given)	.	i
43	Cc1cccc(C(=O)NC2CCN(CC(=O)Nc3cccc(Cl)c3)CC2)c1	.	7.2%
44	C[C@H](CO)N1C[C@H](C)[C@@H](CN(C)C(=O)c2ccc(F)cc2)Oc2cc(Br)ccc2S1(=O)=O	.	0.6%
45	O=C(NCCc1cn2cccnc2n1)C1CCC(=O)N(Cc2ccccc2F)C1 (stereo not given)	.	1.1%
46	O=C1CC(N2CC2)C(=O)N1c1ccccc1 (stereo not given)	.	1.6%
47	COc1ccc(C(CNC(=O)c2ccc(-c3ccccc3Cl)o2)N2CCCC2)cc1 (stereo not given)	.	8.2%
48	O=C(COC(=O)c1ccc(O)cc1)NC1CCCCCCC1	.	5.1%
49	CC1=C(C(=O)N2CCOCC2)CC(CC(=O)NCC2CCCCC2)C(=O)N1Cc1ccccc1 (stereo not given)	.	0.4%
50	CCC1NC(=O)c2cccnc2-n2c1nc1ccc(OC)cc1c2=O (stereo not given)	.	0.4%
51	CCN1C(=O)C(CC(=O)NCCc2ccccc2)N(NC(=O)c2ccc(Br)cc2)C1=S (stereo not given)	.	0.5%
52	COCOCCn1cc(CN2CCS(=O)(=O)N(Cc3ccc(-c4ccc(F)nc4)cc3)C(CC(C)C)C2=O)nn1 (stereo not given)	.	29%
53	Nc1ncnc2nc(-c3ccccc3)[nH]c12	.	4.6%
54	COc1ccc(NS(=O)(=O)c2ccc(C)c(C(=O)NCc3ccccc3CN3CCCC3)c2)cc1	.	1.3%
55	CN1C(=O)[C@H]2[C@@H](c3ccccc3)N[C@]3(CCCN(Cc4ccco4)C3=O)[C@H]2C1=O	.	0.9%
56	CCOc1ccc(NC(=O)c2ccc(F)c(S(=O)(=O)N3CCCC3)c2)cc1	.	i
57	O=c1c2ccccc2sn1-c1ccccc1F	.	10.0%
58	Cc1noc(NS(=O)(=O)c2ccc(NC(=O)/C=C/c3ccc(Cl)cc3Cl)cc2)c1C	.	0.0%
59	CN(Cc1c(C(=O)N/N=C/c2c(F)cccc2Cl)nnn1-c1nonc1N)C1CCCCC1	.	i
60	COc1ccc(CN(C)C[C@@H]2OCCCC[C@@H](C)Oc3ccc(N(C)C)cc3C(=O)N([C@H](C)CO)C[C@@H]2C)cc1	.	i

3 compounds from above, arranged by molar mass, falling:
No.	compound	Salmonella PhoP GFP	inhibitors of VEEV
60	COc1ccc(CN(C)C[C@@H]2OCCCC[C@@H](C)Oc3ccc(N(C)C)cc3C(=O)N([C@H](C)CO)C[C@@H]2C)cc1	.	i
54	COc1ccc(NS(=O)(=O)c2ccc(C)c(C(=O)NCc3ccccc3CN3CCCC3)c2)cc1	.	1.3%
36	Cc1ccc(S(=O)(=O)N2CCCCC2)cc1NC(=O)c1ccc(=O)[nH]c1	.	4.3%

The listing continues.
No.	compound	Salmonella PhoP GFP	inhibitors of VEEV
61	O=C1C(=Cc2cccc(O)c2O)SC(=S)N1CCCN1CCOCC1	.	?
62	CC(=NNS(=O)(=O)c1ccc(C)cc1)c1ccncc1	.	i
63	CC(C)N1CC2(CC(c3ccccc3C(F)(F)F)=NO2)CN1C(=O)c1ccc(C(C)(C)C)cc1 (stereo not given)	.	7.3%
64	Cc1ccccc1NC(=O)Cc1nc(COC(=O)/C=C/c2ccc(F)cc2)cs1	.	0.5%
65	O[C@@H]1CN(CC2CCCCC2)[C@@H](c2ccccc2)C[C@H]1n1cc(C2CC2)nn1	.	i
66	O=C(/C(=C/c1ccncc1)n1ccnc1)c1ccc(Cl)cc1Cl	.	8.0%
67	C[C@H](CO)N1C[C@H](C)[C@@H](CN(C)C(=O)Nc2ccccc2F)OCc2cnnn2CCCC1=O	.	1.4%
68	O=C(c1ccccc1)c1ccc(N2CCN(C(=O)c3ccc(F)cc3F)CC2)c(F)c1	.	7.0%
69	COCOCCn1cc(CN2CCS(=O)(=O)N(Cc3ccc(-c4cccc(N(C)C)c4)cc3)C(CC(C)C)C2=O)nn1 (stereo not given)	.	2.1%
70	CN(c1ccccc1)S(=O)(=O)c1ccc(C(=O)NCc2cccnc2)cc1	.	0.9%
71	COc1ccc(CN2CCNC(=O)C2CC(=O)N(C)C2CCCCC2)cc1OC (stereo not given)	.	0.8%
72	COc1cc2c(cc1[N+](=O)[O-])-c1ccc([N+](=O)[O-])cc1C2=NNC(N)=S	.	11%
73	Cc1cc(C)c2c(=O)n(CC(=O)N3CCN(c4ccccc4)CC3)ccc2n1	.	i
74	Cc1ccc(C=Cc2ccccn2)cc1	.	2.1%
75	C[C@H](CO)NC(=O)c1nc[nH]c1C(=O)N[C@H](C)c1ccccc1	.	i
76	Cc1cccc(OC(=O)c2ccc3c(=O)n4c(nc3c2)CCC4)c1	.	i
77	CCN(CC)C(=O)C1=C(C)N(CCCOC)C(=O)C(CC(=O)NCCN2CCOCC2)C1 (stereo not given)	.	0.8%
78	Cc1ccc(Cc2c(-c3ccc(Cl)cc3)nc3cc(C)ccn23)cc1	.	2.8%
79	CCN(CC)S(=O)(=O)c1ccc(N2CC(C(=O)NCc3ccco3)CC2=O)cc1 (stereo not given)	.	0.6%
80	CC1C(=O)N(Cc2cn(Cc3ccco3)nn2)CCS(=O)(=O)N1Cc1ccc(-c2cccc(CO)c2)cc1 (stereo not given)	.	2.1%
81	CCN(c1ccccc1)S(=O)(=O)c1ccc(Cl)c(C(=O)Nc2ccncc2)c1	.	i
82	CN(c1ccc(C(=O)NCC2CCCO2)cc1)S(=O)(=O)c1ccc(Cl)cc1 (stereo not given)	.	4.1%
83	COc1ccc(S(=O)(=O)N2CCCC(C(=O)N3CCN(Cc4ccccc4)CC3)C2)cc1Cl (stereo not given)	.	3.6%
84	CCCCCC(=O)N1C[C@@H](O)[C@H](n2cc(-c3ccc(F)cc3)nn2)C[C@@H]1c1ccccc1	.	i
85	N#Cc1ccc(Cl)cc1NC(=O)CN1C(=O)C(=O)N(CCC2=CCCCC2)C1=O	.	i
86	CC1(C)CC(=O)C=C(c2n[nH]nc2-c2ccc(F)c(F)c2)C1	.	13%
87	COc1ccc(C(=O)N2CCN(S(=O)(=O)c3ccc4c(c3)OCCO4)CC2)cc1	.	i

Single records, as listed above. Screens in order: Salmonella PhoP GFP | inhibitors of VEEV
Record of CCN(CC)C(=O)C1=C(C)N(CCCOC)C(=O)C(CC(=O)NCCN2CCOCC2)C1 (stereo not given) → . | 0.8%
Record of Cc1cccc(OC(=O)c2ccc3c(=O)n4c(nc3c2)CCC4)c1 → . | i
Record of CCCCCC(=O)N1C[C@@H](O)[C@H](n2cc(-c3ccc(F)cc3)nn2)C[C@@H]1c1ccccc1 → . | i
Record of CCN(c1ccccc1)S(=O)(=O)c1ccc(Cl)c(C(=O)Nc2ccncc2)c1 → . | i
